BAP1 block = inhibitors of human BAP1 deubiquitinase; Q92560; recombinant BAP1, Ub-AMC hydrolysis fluorescence kinetic; hits give low values; activity remaining (% of control), % at 20 µM; 0.48% of 72,000 active;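 active = activity remaining at or below 50% of control, provided the compound also passes the data quality filters; inactive = the rest, including low values that fail the filters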;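 also: 100% = DMSO wells rate and 0% = substrate alone blank rate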
Target sequence (Q92560 whole entry, looked up): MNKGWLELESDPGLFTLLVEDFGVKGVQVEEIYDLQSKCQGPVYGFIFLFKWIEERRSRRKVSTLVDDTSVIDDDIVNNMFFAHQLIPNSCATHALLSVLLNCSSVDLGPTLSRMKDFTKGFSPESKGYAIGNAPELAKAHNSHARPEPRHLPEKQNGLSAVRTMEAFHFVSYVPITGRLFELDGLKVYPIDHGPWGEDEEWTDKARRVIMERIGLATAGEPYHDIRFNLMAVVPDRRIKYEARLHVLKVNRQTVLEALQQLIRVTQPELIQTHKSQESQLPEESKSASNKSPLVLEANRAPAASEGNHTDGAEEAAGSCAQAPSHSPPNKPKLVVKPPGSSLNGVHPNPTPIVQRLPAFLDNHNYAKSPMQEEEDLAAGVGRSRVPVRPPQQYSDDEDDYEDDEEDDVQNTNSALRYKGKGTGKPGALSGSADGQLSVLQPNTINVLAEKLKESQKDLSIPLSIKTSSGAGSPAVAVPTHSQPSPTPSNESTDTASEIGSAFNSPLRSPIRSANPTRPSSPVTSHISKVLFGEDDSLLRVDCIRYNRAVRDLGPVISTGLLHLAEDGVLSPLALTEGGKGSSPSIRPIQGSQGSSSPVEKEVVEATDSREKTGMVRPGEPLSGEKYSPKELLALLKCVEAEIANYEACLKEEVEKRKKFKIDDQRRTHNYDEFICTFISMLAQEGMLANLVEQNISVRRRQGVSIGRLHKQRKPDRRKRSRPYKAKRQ
HePTP inh = human HePTP phosphatase inhibition. recombinant HePTP phosphatase activity, OD absorbance. inhibition, % at 20 µM. 0.64% of 110,000 active. AID 521; in the data active = inhibition above about 50%;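 also: plate controls were vehicle for no effect and reference inhibitor for full effect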
Target sequence (P35236 whole entry, looked up): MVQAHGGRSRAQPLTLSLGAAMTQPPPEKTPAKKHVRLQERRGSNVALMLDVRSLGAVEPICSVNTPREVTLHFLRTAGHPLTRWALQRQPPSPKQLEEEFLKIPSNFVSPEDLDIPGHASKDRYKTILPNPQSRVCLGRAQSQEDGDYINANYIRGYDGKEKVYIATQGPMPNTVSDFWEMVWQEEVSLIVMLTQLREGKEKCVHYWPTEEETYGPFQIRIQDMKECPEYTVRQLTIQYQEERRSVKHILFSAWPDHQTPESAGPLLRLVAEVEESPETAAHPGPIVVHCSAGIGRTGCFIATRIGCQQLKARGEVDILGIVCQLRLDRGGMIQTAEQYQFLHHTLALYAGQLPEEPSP
* marks the source's active call; other numbers are inactive results; / = not tested or not shown; & = joins results of further samples. An unsorted share of the library. Share with any hit: about 0.91%.

BAP1 block	HePTP inh	Compound
100	4	COc1ccc(NC(=O)c2ccco2)c(NC(=O)Cc2cccs2)c1
64	-6	CCOC(=O)c1cnc(-n2nc(C)cc2C)nc1N(CC)CC
/	-14	CSc1ccc(S(=O)(=O)N(CC(=O)Nc2cccc(Br)c2)c2ccc(C)cc2)cc1
/	-11	COc1ccc(/C=N/Nc2nc(N3CCCC3)nc(N3CCCC3)n2)cc1
102	-8	Cc1nc(-c2ccccc2)cc(N2CCCC2)n1
/	11	CC(CNC(=O)c1ccc(F)c2ccccc12)c1ccccc1 (configuration not stated)
95	4	O=C(O)c1cnn(-c2ccccc2)c1-n1cccc1
100	1	CN(C)CCOC(=O)C1(c2ccccc2)CCOCC1
/	-1	COc1cc(OC)cc(C(=O)Nc2ccc(OC)c(OC)c2)c1
/	4	COc1ccccc1/C=C1\C(=O)NC(=O)N(c2ccc(Br)cc2)C1=O
/	-4	Cc1ccc2nc3c(cc(C(=O)NCC4CCCO4)c(=N)n3CCCOC(C)C)c(=O)n2c1 (configuration not stated)
61	5	COC(=O)c1cc(Br)c(=O)n(-c2ccc(C(C)=O)cc2)c1
/	4	O=C(O)c1cccc2c1-c1ccccc1/C2=N\O
86	9	CCCCS(=O)(=O)c1sc2nc3c(cc2c1N)CCCC3
106	-4	Cc1c(C(=O)OCC(=O)c2c(N)n(CC(C)C)c(=O)n(C)c2=O)oc2ccccc12
104	7	Cc1ccc(C)c(NC(=O)CSc2nnc(-c3ccccc3)o2)c1
84	10	CCC(CC)C(=O)NCCc1cc2ccc(C)cc2[nH]c1=O
159	5	CCOC(=O)c1[nH]c2ccc(C)cc2c1N
/	7	O=C(O)CC/C(=N/NC(=O)c1c[nH]c2ccccc12)c1ccccc1
106	4	COc1ccc(-n2c(Cn3nnc4ccccc43)nnc2SCC(=O)O)cc1
/	9	CCCCOC(=O)c1ccc2c(c1)C1C=CCC1C(c1ccc([N+](=O)[O-])cc1)N2 (configuration not stated)
64	/	O=C(Nc1c2c(nn1-c1ccc(Cl)cc1)CSC2)c1ccc([N+](=O)[O-])cc1
/	10	NC(=O)C1CCN(C(=O)COc2cccc3ccccc23)CC1
92	/	CC(C)c1nnc(N2C(=O)c3oc4ccccc4c(=O)c3C2c2ccco2)s1 (configuration not stated)
/	4	CCOc1cc(OCC)cc(C(=O)Nc2ccc(I)cc2Cl)c1
/	4	Cc1cc(C(C)(C)C)cc(C)c1NC(=O)C(F)(F)F
/	5	COc1ccc(OC)c(/C=C2\SC(N3CCOCC3)=NC2=O)c1
/	8	CCOC(=O)C1=C(C)N=c2s/c(=C\c3ccc(O)c(OC)c3)c(=O)n2C1c1ccc(Cl)cc1 (configuration not stated)
99	2	COc1ccc(OCCCC(=O)Nc2ccc3c(c2)OCCO3)cc1
/	8	Cc1cc(/C=N/NC(N)=S)c(C)n1-c1cccc(Cl)c1
/	4	COc1ccccc1C(=O)N1CCN(Cc2ccncc2)CC1
/	5	Cc1nc(N)nc(-c2ccccc2O)n1
/	8	CCN(CC)S(=O)(=O)c1ccc(Cl)c(C(=O)Nc2cccc(C(=O)O)c2)c1
/	-14	CCOc1cc(/C=C2\SC(=S)NC2=O)ccc1OS(=O)(=O)c1ccc([N+](=O)[O-])cc1
/	7	COc1ccc(C=Nc2ccc(C)c(F)c2)cc1OC
/	-6	Cc1ccccc1SCCNC(=O)Nc1cc(F)c(F)cc1Cl
/	-18	O=C(Nc1ncn[nH]1)c1ccc(F)cc1
/	5	COCCNC(=O)C(=O)NCCc1ccccc1
117	6	COc1cc(CC(=O)Nc2nccs2)cc(OC)c1OC
108	2	COC(=O)C(NC(C)=O)(Nc1nc2ccc(S(C)(=O)=O)cc2s1)C(F)(F)F (configuration not stated)
/	8	O=C1/C(=C/c2ccccc2)SC(=S)N1c1ccccc1Cl
111	5	CCN1CCN(CC(=O)n2c3c(c4ccccc42)CC(C)CC3)CC1 (configuration not stated)
/	-9	CCOc1cc(/C=C2\SC(N)=NC2=O)cc(Br)c1OS(=O)(=O)c1ccc(C)cc1
97	9	O=C(c1ccc2nc(N3CCCCC3)sc2c1)N1CCN(c2ccccn2)CC1
96	-10	CCOc1cc2c(cc1OCC)C(c1cc(OC)c(O)c(OC)c1)NCC2 (configuration not stated)
89	8	CCOC(=O)N1CCN(C(=O)c2cnn(-c3ccccc3)c2NC(=O)c2ccccc2F)CC1
116	4&-13	CC(C)OCP(=O)(c1ccccc1)c1ccccc1
99	10	COC(=O)Nc1ccccc1C(=O)N1CCCCC1
/	-2	Cc1cc(=O)oc2c1ccc1oc(/C(=N\O)c3ccc(Cl)cc3)c(C)c12
/	7	O=C(NC1CCCCC1)C(c1ccccc1)N1CCCC1 (configuration not stated)
95	9	N#CC1=C(N)Oc2cc(O)ccc2C1c1ccccc1 (configuration not stated)
93	8	N#Cc1nc(COc2ccc(-c3ccccc3)cc2)oc1NCc1cccnc1
112	6	COc1ccc(N2CCN(C(=O)COc3ccccc3)CC2)cc1
/	-11	COc1ccc(CN2CCN(C(=O)c3ccccc3F)CC2)cc1OCc1ccccc1
139	/	O=C(NCc1ccccc1)c1ccccc1-c1nc2ccccc2[nH]1
/	6	CCOC(=O)c1c[nH]c2c(Cl)c(Cl)ccc2c1=O

Other compounds.
BAP1 block	HePTP inh	Compound
/	-6	COC(=O)C(=C/C=C/N(C(C)C)C(C)C)C(=O)OC
103	7	COC(=O)c1cc2occc2n1CC(=O)Nc1ccc(OC)c(OC)c1OC
/	61*	CCN(CC)c1ccc(/C=C2/C(=O)NN(c3ccc(C)cc3)C2=O)c(O)c1
/	2	COc1ccc(NC(=O)/C(C#N)=C/c2ccccc2[N+](=O)[O-])cc1
/	-7	CC1=C(C(=O)OC(C)C)C(c2cccc(Cl)c2Cl)C2=C(CCCC2=O)N1 (configuration not stated)
93	-4	O=C(CSc1ccc2nnc(-c3ccncc3)n2n1)Nc1ccccc1F
102	-4	CC12CCC(=O)N1C(C(=O)Nc1cccc3ccccc13)CS2 (configuration not stated)
98	/	CSc1nc2c(c(=O)[nH]c(=O)n2C)n1CC(O)COc1ccc(Cl)cc1 (configuration not stated)
/	5	CCOC(=O)c1cn(CC)c2cc(N(C)CCc3ccc(OC)c(OC)c3)c(F)cc2c1=O
80	3	NC1=NC(c2cn(-c3ccccc3)nc2-c2cccs2)n2c(nc3ccccc32)N1 (configuration not stated)
99	-4	O=C1N2CCSC2=NC1(Nc1ccccn1)C(F)(F)F (configuration not stated)
82	6	CC(C)CC(=O)Nc1ncnc2c1C(=O)CC(C)(C)C2
110	13	O=C(CN1CCN(c2ccccn2)CC1)Nc1ccc2ccccc2c1
165	3	CC(=O)Nc1ccc(N2CCOCC2)c(C(=O)Nc2cccc(C)c2)c1
/	-10	Cc1[nH]n(-c2ccccc2)c(=O)c1C=Nc1cccc(Br)c1
/	10	COc1ccc(NS(=O)(=O)c2ccc(C)c([N+](=O)[O-])c2)cc1
92	2	CCn1cc(C(=O)N2CCn3c(nc4ccccc43)C2)c(=O)c2ccc(C)nc21
/	0	Cc1cc(C)cc(NC(=O)COc2cccc(C)c2)c1
78	12	O=C(Cn1cnc2ccccc21)NCCCN1CCOCC1
113	4	CC(=O)Nc1ccc(S(=O)(=O)NCC2CCC(C(=O)N3CCCCCC3)CC2)cc1 (configuration not stated)
/	2	CC1CCc2cc(F)ccc2N1C(=O)c1ccc(Cl)c(Cl)c1 (configuration not stated)
/	-4	Cc1ccc(C)c(N(CC(=O)Nc2c(C)n(C)n(-c3ccccc3)c2=O)S(=O)(=O)c2ccccc2)c1
/	6	CCCOc1c(Br)cc(C2C3=C(CC(C)(C)CC3=O)OC3=C2C(=O)CC(C)(C)C3)cc1OC
/	21	O=C(Nc1ccc(-c2nc3ccccc3[nH]2)cc1)c1ccc(Br)o1
125	4	CCN1CCN(S(=O)(=O)c2cc(C)c(OC)cc2C)CC1
96	-6	CN(Cc1cc2ccccc2[nH]c1=O)S(C)(=O)=O
96	-2	N#CC12C(N)=NC3(OCCO3)C1(C#N)C1=C(CCC1)NC2c1ccccc1 (configuration not stated)
100	3	O=C(O)C1C2C=CC(O2)C1C(=O)NC1CCCc2ccccc21 (configuration not stated)
/	-1	Cc1cc(/C=C2\C(=O)NC(=O)N(c3cccc(Br)c3)C2=O)c(C)n1-c1cccnc1
157	/	COC(=O)c1ccc(C(=O)Nc2c(C(N)=O)oc3ccccc23)cc1
97	8	CCCOc1ccccc1C(=O)NCCCC(=O)O
87	12	Cc1cc(NC(=O)COC(=O)C2CCCN2C(=O)c2cccs2)no1 (configuration not stated)

16 consecutive entries already listed, for reference:
BAP1 block	HePTP inh	Compound
165	3	CC(=O)Nc1ccc(N2CCOCC2)c(C(=O)Nc2cccc(C)c2)c1
/	-10	Cc1[nH]n(-c2ccccc2)c(=O)c1C=Nc1cccc(Br)c1
/	10	COc1ccc(NS(=O)(=O)c2ccc(C)c([N+](=O)[O-])c2)cc1
92	2	CCn1cc(C(=O)N2CCn3c(nc4ccccc43)C2)c(=O)c2ccc(C)nc21
/	0	Cc1cc(C)cc(NC(=O)COc2cccc(C)c2)c1
78	12	O=C(Cn1cnc2ccccc21)NCCCN1CCOCC1
113	4	CC(=O)Nc1ccc(S(=O)(=O)NCC2CCC(C(=O)N3CCCCCC3)CC2)cc1 (configuration not stated)
/	2	CC1CCc2cc(F)ccc2N1C(=O)c1ccc(Cl)c(Cl)c1 (configuration not stated)
/	-4	Cc1ccc(C)c(N(CC(=O)Nc2c(C)n(C)n(-c3ccccc3)c2=O)S(=O)(=O)c2ccccc2)c1
/	6	CCCOc1c(Br)cc(C2C3=C(CC(C)(C)CC3=O)OC3=C2C(=O)CC(C)(C)C3)cc1OC
/	21	O=C(Nc1ccc(-c2nc3ccccc3[nH]2)cc1)c1ccc(Br)o1
125	4	CCN1CCN(S(=O)(=O)c2cc(C)c(OC)cc2C)CC1
96	-6	CN(Cc1cc2ccccc2[nH]c1=O)S(C)(=O)=O
96	-2	N#CC12C(N)=NC3(OCCO3)C1(C#N)C1=C(CCC1)NC2c1ccccc1 (configuration not stated)
100	3	O=C(O)C1C2C=CC(O2)C1C(=O)NC1CCCc2ccccc21 (configuration not stated)
/	-1	Cc1cc(/C=C2\C(=O)NC(=O)N(c3cccc(Br)c3)C2=O)c(C)n1-c1cccnc1

Next part.
BAP1 block	HePTP inh	Compound
/	16	CC(=O)c1cccc(-c2ccc(/C=C3\C(=O)N(c4cccc(C(=O)O)c4)N=C3C)o2)c1
/	-8	CCCOC(=O)/C(C(N)=NCCO)=C(/O)OCCC
84	7	COc1ccc(OC)c2c(N3CC(C)OC(C)C3)cc(C(F)(F)F)nc12 (configuration not stated)
/	-4	CCCCCCCNC1CC(=O)N(c2ccc(F)cc2)C1=O (configuration not stated)
88	8	O=C(c1ccccc1)c1ccc(N2CCOCC2)c(F)c1
107	-2	CCOC(=O)Nc1cc(OCC)c(NC(=O)C2CC2)cc1OCC
/	2	O=C(O)c1ccc(/C=N/N2CCN(c3ccccc3)CC2)cc1
86	3	Cc1cc(NC(=O)c2ccc(Cn3nc(C)c(Br)c3C)o2)no1
81	1	O=C(NCc1ccc2c(c1)OCO2)c1cc2c(s1)CS(=O)(=O)C2
98	-9	C/C(Nc1cccc(F)c1)=C(/C#N)C(N)=O
96	-4&9	O=C(c1ccccc1)N1CCN(C2CC3CCC2C3)CC1 (configuration not stated)
100	5	CCOC(=O)COc1ccc2cc(-c3nc4ccccc4[nH]3)c(=O)oc2c1
/	-13	CC(C)OC(=O)c1c(NC(=O)c2ccccc2F)sc2c1CCCCC2
140	/	CC1=C(C(=O)OCC2CCCCC2)C(c2ccc3c(c2)OCO3)NC(=O)N1 (configuration not stated)
/	2	Cc1ccc(C(=O)/C=C/Nc2ccccc2)cc1
98	/	CC1CCN(Cc2nc3c(c(=O)n(C)c(=O)n3C)n2Cc2c(F)cccc2Cl)CC1
/	-3	O=C1CC(N2CCN(c3ccccc3Cl)CC2)C(=O)N1c1cccc(Br)c1 (configuration not stated)
83	1&4	CC(=O)Nc1ccc(S(=O)(=O)N2CCN=C2C)cc1
100	8	O=C(c1noc2c1CCCCC2)N1CCN(C(c2ccccc2)c2ccccc2)CC1
/	-9	Cc1cccc(-c2n[nH]c(=S)n2-c2ccccc2)c1
107	4	COc1ccc(S(=O)(=O)NCCc2ccc(F)cc2)cc1
/	5	CCCS(=O)(=O)c1c(S(=O)(=O)CCC)c2ccccn2c1C(=O)OC
/	3	COc1ccc(C(=O)CC(=O)c2ccccc2O)cc1OC
71	/	CCOC(=O)C1=C(C)N=C2SCCC(=O)N2C1C=Cc1ccccc1 (configuration not stated)
/	-2	COC(=O)c1c(C)oc2ccc(OCc3c(F)c(F)c(F)c(F)c3F)cc12
96	-12	CC(C)COC(=O)c1ccc(NC(=O)C2C3C=CC(C3)C2C(=O)O)cc1 (configuration not stated)
/	6	Cc1nc2sc3c(c2c(=O)n1-n1cccc1)CCCC3
32*	11	CCc1nc2c(cnn2-c2ccc(Cl)cc2)c(=O)n1-c1ccc(OC)cc1
/	-6	CCCCOc1ccccc1NC1=NS(=O)(=O)c2ccccc21
/	10	COc1ccccc1C(=O)C(O)c1ccccc1OC (configuration not stated)
73	-11	COC(=O)c1ccccc1NC(=O)c1cccc(NC(=O)c2ccc(Br)o2)c1C
93	/	Cc1cccc(/C=C/c2ccccc2)n1
/	1	COc1cc(NC(=O)/C=C/c2ccc(C)cc2)c(OC)cc1Cl
/	4	COc1ccccc1N1CCN(C(=O)c2sc3cc(C)ccc3c2Cl)CC1
/	-7	Nc1nonc1C(=O)N/N=C/c1cn[nH]c1-c1ccccc1
89	14	NC(=O)CSCc1c(Cl)cccc1Cl
108	13	CC1(C)Cc2ccccc2-c2nnc(SCC(=O)Nc3ccc4c(c3)OCO4)n21
87	8	COc1ccc(CCNc2oc(COc3ccccc3F)nc2C#N)cc1
86	-5	COc1ccccc1N1CCN(CC(=O)Nc2c(C)n[nH]c2C)CC1
96	7	Cn1c(CN2CCN(c3ccc(Cl)cc3)CC2)nc2ccccc21

Screening data from PubChem.
